Compound activity from PubChem BioAssay.
GAA glycogen – qHTS Assay for Inhibitors and Activators of Human alpha-Glucosidase Cleavage of Glycogen; Lysosomal alpha-glucosidase (Homo sapiens), P10253; recombinant GAA, glycogen substrate, Amplex Red glucose oxidase fluorescence; Potency, µM (highest dose often 76.4 µM), inactives show at the highest dose activity change, negative = inhibition, hits mostly inhibitors; actives 0.38% (n = 300,000); AID 2100, 2009; active = well fitted inhibition curve with a large enough effect; inconclusive = small, poorly fitted or top-dose-only effect, or another doubt; inactive = no such curve, though single readings can be large or run the other way;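 note: 0% = full enzyme reaction and -100% = no-enzyme basal signal; the screen sought inhibitors and activators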
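Natural-substrate format: glycogen cleavage by 4 nM human enzyme, glucose read by Amplex Red coupling (Ex 573, Em 610 nm). Normalized to enzyme and no-enzyme controls.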
* = called active by the depositor; ? = inconclusive; [ ] = another dose, or the depositor's remark. Potency is the fitted concentration of half-maximal effect.

Start of the listing, in advance (3 entries):
SMILES | GAA glycogen
COc1ccccc1NC(=O)C1CCN(C(=O)c2ccc(C(C)(C)C)cc2)CC1 | -1%
CC1CCC(NCCNC(=O)c2ccco2)CC1 (stereo not given) | -5%
Cc1cc(NC(=O)CSc2nnnn2-c2ccc(C(C)C)cc2)no1 | 0%[76.3 µM]

This part in full (from the top)
SMILES | GAA glycogen
COc1ccccc1NC(=O)C1CCN(C(=O)c2ccc(C(C)(C)C)cc2)CC1 | -1%
CC1CCC(NCCNC(=O)c2ccco2)CC1 (stereo not given) | -5%
Cc1cc(NC(=O)CSc2nnnn2-c2ccc(C(C)C)cc2)no1 | 0%[76.3 µM]
CCOC(=O)c1c(NC(=O)CSc2ncccn2)sc2c1CC(C)(C)NC2(C)C | 1%[76.3 µM]
Cc1cccc(C(=O)N2CC(=O)Nc3ccc(F)cc3C2c2ccc(F)cc2)c1 (stereo not given) | -7%
Cc1cccc(NS(=O)(=O)c2cc3c(cc2C)N(C)CCO3)c1 | -7%[76.3 µM]
O=C(Nc1cccc(-c2cccc(Cl)c2)c1)C1CCN(Cc2ccc(CO)o2)CC1 | -1%[76.3 µM]
CC(C)Cn1c(C2CC(=O)N(c3ccccc3Cl)C2)nc2ccccc21 (stereo not given) | -10%[76.3 µM]
Cc1ccc2c(c1)C(c1ccccc1)N(C(=O)c1ccc(OC(C)C)cc1)CC(=O)N2 (stereo not given) | 6%[76.3 µM]
COC(=O)CCCC(=O)NC1CC(C)(C)Cc2c1cnn2-c1ccc(C)cc1 (stereo not given) | 2%[76.3 µM]
CC(=O)N1CCc2cc(Br)cc(S(=O)(=O)N3CCN(c4cc(C)ccc4C)CC3)c21 | 14%[76.3 µM]
COc1cccc(CN(C)C(c2ccccc2)c2ccccc2)c1OC | 3%[76.3 µM]
CCOc1ccc2[nH]c3c(NCCN(C)C)ncnc3c2c1 | -2%
COc1ccc(C)c(NC(=O)NCCc2cnc[nH]2)c1 | 11%[76.3 µM]
O=C(Cn1c(=O)n(CC2CCC(C(=O)NCCc3ccccc3)CC2)c(=O)c2ccccc21)Nc1ccccc1 (stereo not given) | -8%[76.3 µM]
COc1ccccc1CNC(=O)CCn1c(=O)c2ccccc2n(CC(=O)Nc2ccc(C)cc2C)c1=O | 14%[76.3 µM]
Cc1nnc(N2CCN(c3cccc(Cl)c3)CC2)c2c1nnn2Cc1ccc(F)cc1 | -2%[76.3 µM]
Cc1c(NS(=O)(=O)c2ccc(F)cc2)c(=O)n(-c2ccccc2)n1C | -15%[76.3 µM]
O=C(CSc1nnc(-c2cccc(Cl)c2)o1)N1CCc2ccccc21 | -6%[76.3 µM]
Cc1cccc(NC(=S)NCc2ccccc2)c1C | 15%[76.3 µM]
Cc1ccccc1NC(=O)C1CCCN(S(=O)(=O)c2ccc3c(c2)C(C)(C)C(=O)N3C)C1 (stereo not given) | 14%[76.3 µM]
O=C(CC1Oc2ccc(Cl)cc2NC1=O)NCc1ccccc1 (stereo not given) | -5%[76.3 µM]
CC(=O)Nc1ccc(S(=O)(=O)NCCC(=O)Nc2cccc(Cl)c2)cc1 | 5%
COCCCNC(=O)/C(C#N)=C/c1c(N2CCN(c3ccccc3)CC2)nc2c(C)cccn2c1=O | -5%
COCCN1CCN(C(=O)C2CCC(=O)N(Cc3ccccc3F)C2)CC1 (stereo not given) | 0%[76.3 µM]
Following part.
SMILES | GAA glycogen
Cc1occc1C(=O)N(C)Cc1nc(-c2ccccc2)no1 | 7%
O=C(CCn1c(=O)c2ccccc2n(Cc2ccc(F)cc2Cl)c1=O)NCc1ccc2c(c1)OCO2 | 5%[76.3 µM]
Cn1c(=O)c2sccc2n2c(CCC(=O)N3CCN(c4cccc(Cl)c4)CC3)nnc12 | -1%[76.3 µM]
COc1ccc(-c2noc(N3CCC(C(=O)Nc4cc(OC)ccc4OC)CC3)n2)cc1 | 1%[76.3 µM]
O=[N+]([O-])c1ccc(S(=O)(=O)NNC(=S)NCCc2ccccc2)cc1 | ?
Clc1ccc(CNCC2CCCO2)cc1 (stereo not given) | -5%[76.3 µM]
Cc1cc(OCC(=O)NNC(=S)NCC2CCCO2)cc(C)c1Cl (stereo not given) | 1%[76.3 µM]
Cc1cc2nn(-c3ccccc3)nc2cc1NC(=O)COc1ccc(Cl)cc1 | -9%[76.3 µM]
COc1cc(CN2CCN(C(=O)c3cccc4ccccc34)CC2)cc(OC)c1O | ?
CC(C(=O)NCc1ccccc1Cl)n1cc([N+](=O)[O-])cn1 (stereo not given) | -14%[76.3 µM]
COc1ccc(CCNC(=O)Cn2nc(C)n3c(cc4occc43)c2=O)cc1OC | -3%[76.3 µM]
O=C(c1cccs1)N1CCCC(c2nc3c(nnn3Cc3cccc(Cl)c3)c(=O)[nH]2)C1 (stereo not given) | -5%
CCCOc1ccccc1C(=O)N1CCCCC1CCN1CCOCC1 (stereo not given) | 6%[76.3 µM]
N=c1c(S(=O)(=O)c2ccc(Cl)cc2)cc2c(=O)n3ccccc3nc2n1C1CCCC1 | -5%[76.3 µM]
CCOC(=O)C1CCN(C(=O)c2cc(COc3ccc(OC)c4ccccc34)on2)CC1 | -4%[76.3 µM]
O=C(Nc1ccccc1C(=O)Nc1ccncc1)c1cccc([N+](=O)[O-])c1 | -6%[76.3 µM]
Cc1oc(-c2ccccc2F)nc1CS(=O)(=O)CC(=O)NC1CCCC(C)C1C (stereo not given) | -5%[76.3 µM]
CCn1ccnc1CN(C)C(=O)c1cc(COc2ccc(-n3cncn3)cc2)on1 | -6%[76.3 µM]
CC(C)[C@H](NC(=O)c1ccccc1)C(=O)NCCc1ccccc1 | 11%
CC(=O)NC(C)Cc1cn(Cc2ccccc2)c2ccccc12 (stereo not given) | -2%
Clc1ccc(CNc2ncnc3onc(-c4ccc(Cl)cc4)c23)cc1 | -21%[76.3 µM]
N#Cc1c(N)n(-c2cccc(Cl)c2)c2nc3ccccc3nc12 | -1%[76.3 µM]
COc1ccc([C@]23Cc4ccccc4C(O2)C2=C(CCCC2=O)O3)cc1 | 13%[15.3 µM]
COc1ccccc1NC(=O)c1cn(-c2ccccc2)nc1-c1ccccc1 | -13%[76.3 µM]
CCN(c1ccccc1)S(=O)(=O)c1cc2c(cc1C)NC(=O)CO2 | 5%[76.3 µM]

At a glance, part of the list above.
SMILES | GAA glycogen
COc1ccccc1NC(=O)C1CCN(C(=O)c2ccc(C(C)(C)C)cc2)CC1 | -1%
CC1CCC(NCCNC(=O)c2ccco2)CC1 (stereo not given) | -5%
Cc1cc(NC(=O)CSc2nnnn2-c2ccc(C(C)C)cc2)no1 | 0%[76.3 µM]
CCOC(=O)c1c(NC(=O)CSc2ncccn2)sc2c1CC(C)(C)NC2(C)C | 1%[76.3 µM]

Given in CSV form: part of the list above.
Compound,GAA glycogen
COc1ccc(CCNC(=O)Cn2nc(C)n3c(cc4occc43)c2=O)cc1OC,-3%[76.3 µM]
O=C(c1cccs1)N1CCCC(c2nc3c(nnn3Cc3cccc(Cl)c3)c(=O)[nH]2)C1 (stereo not given),-5%
CCCOc1ccccc1C(=O)N1CCCCC1CCN1CCOCC1 (stereo not given),6%[76.3 µM]
N=c1c(S(=O)(=O)c2ccc(Cl)cc2)cc2c(=O)n3ccccc3nc2n1C1CCCC1,-5%[76.3 µM]
CCOC(=O)C1CCN(C(=O)c2cc(COc3ccc(OC)c4ccccc34)on2)CC1,-4%[76.3 µM]
O=C(Nc1ccccc1C(=O)Nc1ccncc1)c1cccc([N+](=O)[O-])c1,-6%[76.3 µM]
Cc1oc(-c2ccccc2F)nc1CS(=O)(=O)CC(=O)NC1CCCC(C)C1C (stereo not given),-5%[76.3 µM]

Next results
SMILES | GAA glycogen
COc1ccc(NC(=O)CSc2nccn2Cc2ccccc2)cc1 | -4%[76.3 µM]
CCOC(=O)CN1C(=O)NC2(CCCc3ccccc32)C1=O (stereo not given) | -1%
CCOc1ccc(N2C(=O)Cc3ccccc3C2=O)cc1 | ?
Cc1ccc(CCNC(=O)c2cc3c(=O)oc4ccccc4c3s2)cc1 | 1%[76.3 µM]
COc1cc(C2Nc3cc(C)c(C)cc3NC3=C2C(=O)CC(C)(C)C3)ccc1OC(C)=O (stereo not given) | -18%[76.3 µM]
C=CC[C@H]1CC(C)=C[C@H](CC=C)N1C(=O)c1cc(COc2ccccc2SC)on1 | -14%[76.3 µM]
O=C(CSc1cn[nH]n1)Nc1ccccc1C(=O)O | 6%
Cc1ccc(S(=O)(=O)N2CCN(C(=O)NCc3ccc(C(=O)O)cc3)CC2)cc1 | -6%[76.3 µM]
COc1ccc(N2C(=O)Cc3cc(OC)c(OC)cc3C2c2ccc(F)cc2)cc1 (stereo not given) | 11%[76.3 µM]
Cc1nc2c(-c3ccccc3)c(C)nn2c(C)c1CCC(=O)N1CCN(c2ccccc2)CC1 | 13%[76.3 µM]
COc1cc(OC)c(C(=O)Nc2ccc3ccccc3c2)cc1OC | -10%[76.3 µM]
CCOC(=O)C1=C(N)Oc2cc(O)ccc2C1c1ccc(C)cc1 (stereo not given) | 1%[76.3 µM]
COc1ccc(CCNC(=O)c2c(O)nc3c(C)cccn3c2=O)cc1 | 3%[76.3 µM]
CCCn1cc(SCC(=O)Nc2cc(C)on2)c2ccccc21 | -4%[76.3 µM]
Cc1ccc(OC(C)C(=O)Nc2ccc(S(=O)(=O)N3CCOCC3)cc2)cc1 (stereo not given) | -8%[76.3 µM]
CC(C)C(=O)Nc1ccc(-c2nnc(-c3ccccc3)o2)cc1 | 6%
COc1ccc(NC(=O)CC2C(=O)N(c3ccc(F)cc3)C(=O)N2Cc2ccc3c(c2)OCO3)cc1 (stereo not given) | -15%[76.3 µM]
CCN(CC)CCNC(=O)c1cn(CC)c2cc(N3CCN(C)CC3)c(F)cc2c1=O | 0%
CCCOc1ccccc1-c1nc(SCC(=O)c2ccccc2)n[nH]1 | -13%[76.3 µM]
CCC(C(=O)NCCCN1CCOCC1)n1c2ccccc2c2nc(=O)cc(C)n21 (stereo not given) | -13%[76.3 µM]
Cc1ccc2c(c1)N(C(=O)CCC(=O)NCCCN1CCN(C)CC1)CCO2 | -1%[76.3 µM]
CCOc1cc(/C=C2/C(=O)ON=C2C)ccc1O | -7%
Cc1onc(-c2ccccc2)c1C(=O)N/N=C/c1ccc(O)c([N+](=O)[O-])c1 | -2%[76.3 µM]
NC(=O)CC(NC(=O)Cc1cccc2ccccc12)c1ccc(NC2CCN(Cc3ccccc3)CC2)c([N+](=O)[O-])c1 (stereo not given) | -10%[76.3 µM]
O=C(CSc1nnc(NC(=O)C2CC(=O)N(c3ccc(F)cc3)C2)s1)NCc1ccco1 (stereo not given) | 1%[76.3 µM]
(list continues)
SMILES | GAA glycogen
O=C(Cc1cccc(F)c1)Nc1ccc2c(c1)CCC2 | 5%
CCOc1ccc(N(CC(=O)NCc2ccc(C)cc2)S(=O)(=O)c2c(C)noc2C)cc1 | 0%[76.3 µM]
O=C(CCC(=O)N(CC(=O)NC1CCCCC1)Cc1ccc(F)cc1)Nc1nccs1 | 4%
COC(=O)c1ccc(C2C(C(=O)c3ccco3)=C(O)C(=O)N2CC2CCCO2)cc1 (stereo not given) | -1%
COc1ccc(-c2cc3ccc(OC(C)C(=O)O)cc3oc2=O)cc1 (stereo not given) | 2%[76.3 µM]
O=C(N/N=C/c1ccc(OC(=O)c2ccccc2)cc1)c1cccnc1 | -2%
CCN(CC)CCN(C(=O)c1cc2c(ccc3ccccc32)oc1=O)c1nc2cc3c(cc2s1)OCCO3 | -2%[76.3 µM]
CC(=O)Nc1ccc(NC(=O)c2nc(S(=O)(=O)Cc3cccc(C)c3)ncc2Cl)cc1 | -15%[76.3 µM]
Cc1oc2ccc(O)c(CN3CCCCCC3)c2c1C(=O)Nc1cccc(C(F)(F)F)c1 | 9%[76.3 µM]
COc1ccc(NC(=O)c2oc3ccccc3c2NC(=O)C2CCCCC2)c(OC)c1 | 0%[76.3 µM]
Cc1ccccc1C(=O)Oc1ccc2ccc(O)cc2c1 | -23%[76.3 µM]
Cc1ccc(C)c(CN2CCC(CNC(=O)Nc3ccc(C)c(C)c3)CC2)c1 | -8%
O=S(=O)(Nc1nc(-c2ccccc2)cs1)c1cc(Cl)ccc1Cl | -5%[76.3 µM]
Cc1ccc(S(=O)(=O)n2cnc3ccccc32)cc1[N+](=O)[O-] | 2%
CCOC(=O)c1c(NC(=O)COc2ccccc2C#N)sc2c1CC(C)(C)NC2(C)C | -12%[76.3 µM]
Cc1ccc(NC(=O)NC(=O)CN2CCN(c3ccc(O)cc3)CC2)c(C)c1 | ?
O=C(NCc1ccccn1)c1ccc(Cl)c(S(=O)(=O)N2CCCCCC2)c1 | -6%[76.3 µM]
OC(CN1CCC(Cc2ccccc2)CC1)C(F)(F)F (stereo not given) | -5%
CCN(CC(=O)NCc1ccc(Cl)cc1)S(=O)(=O)c1ccc(F)cc1 | 0%
Cc1ccc(NCC(=O)Nc2ccc(Br)cc2)cc1C | 2%[76.3 µM]
COc1ccc(NC(=O)CSc2oc(-c3cccs3)nc2S(=O)(=O)c2ccccc2)c(OC)c1 | -11%[76.3 µM]
Cc1ccc(NC(=O)NC2CCCc3ccccc32)cc1 (stereo not given) | -5%[76.3 µM]
O=C(CSc1nc2ncc(Br)cc2[nH]1)Nc1ccccc1-c1ccccc1 | -11%[76.3 µM]
CN(C)S(=O)(=O)c1cccc(C(=O)NCCNC(=O)c2cccc(S(=O)(=O)N(C)C)c2)c1 | 1%
O=C(COc1ccccc1[N+](=O)[O-])OCCCOC(=O)COc1ccccc1[N+](=O)[O-] | 0%[76.3 µM]
Cc1ccc(-c2nn(-c3ccccc3)cc2CO)cc1 | -4%
Cn1c(=O)c2ccccc2n(CC(=O)NCCC2=CCCCC2)c1=O | 1%[76.3 µM]
CCOc1ccc(CNC(=O)CCCn2c(=O)c3cccn3c3cccnc32)cc1 | 16%[76.3 µM]
CCS(=O)(=O)N1CCN(S(=O)(=O)c2ccc(S(=O)(=O)NC3CC3)cc2)CC1 | 1%

The list is partial; count on the stated rates, not on these rows.
